Compound activity as filed in PubChem BioAssay.
uPA surface inh: qHTS for Inhibitors of Cell Surface uPA Generation | cell surface uPA generation assay, qHTS | Potency, µM (doses to about 38.3 µM), without a hit: at the highest dose activity change, negative = inhibition, usual class: inhibitors | 0.31% of 330,000 active; active means well fitted inhibition curve with a large enough effect; inconclusive means small, poorly fitted or top-dose-only effect; inactive means no such curve, though single readings can be large or run the other way; tested in mouse RAW 264.7 cells; further: on the % scale 0 is the no-effect control and ±100 the full control effect; nearly all actives have a fitted effect of over 55% in size
p53 reactivation: qHTS assay for re-activators of p53 using a Luc reporter; H1299 p53-A138V BP100-luciferase reporter, luminescence, 24 h; Potency, µM (series often up to 92.2 µM), without a hit: at the highest dose activity change, positive = activation, most hits filed as activators; 0.063% of 320,000 active; further: % of control where 0% means no effect; nearly all actives have a fitted effect of over 45% in size
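p53-null H1299 cells stably carrying temperature-sensitive p53-A138V and a BP100-luciferase reporter were pinned with compounds (4-point, 1:5 series) and held 24 hrs at 37 deg C. Luminescence was read 10 min after detection reagent.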
RORg inh: qHTS for inhibitors of ROR gamma transcriptional activity | Nuclear receptor ROR-gamma (Mus musculus), P51450 | Drosophila S2 Gal4-RORgamma UAS-luciferase reporter, 20 h | Potency, µM (doses to about 53.6 µM), for the others: top-dose activity change, negative = inhibition, hits mostly inhibitors | 5.4% of 310,000 active | AID 2551, 2010; further: on the % scale 0 is the no-effect control and ±100 the full control effect; nearly all actives have a fitted effect of over 60% in size
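In this cell-based reporter format, copper sulfate (700 uM final) drives Gal4–ROR gamma fusion expression from a metallothionein promoter in Drosophila Schneider cells; compounds preincubated 1 hr, reporter read after 20 hr at ambient temperature.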
Gal4-VP16 FLuc: VP16 counterscreen qHTS for inhibitors of ROR gamma transcriptional activity | Drosophila S2 Gal4-VP16 UAS-luciferase, luminescence, 20 h | Potency, µM (titrated, usually from 53.6 µM), inactives show at the top dose activity, negative = inhibition, hits mostly inhibitors | 3.5% of 310,000 active | AID 2546, 2010;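 further: Gal4-VP16 expression switched on by copper sulfate through the metallothionein promoter; on the % scale 0 is the no-effect control and ±100 the full control effect; nearly all actives have a fitted effect of over 50% in size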
Rab9 prom act: qHTS Assay for Rab9 Promoter Activators; Huh7 Rab9 promoter-luciferase reporter, luminescence, 24 h; Potency, µM (top dose mostly 9.22 µM), for the others: at the top dose activation, negative = inhibition, usual class: activators; 2.8% of 320,000 active; further: % of control where 0% means no effect; nearly all actives have a fitted effect of over 60% in size
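Luminescence read-out: Huh7 cells stably expressing Rab9-luciferase, treated 24 h with compound at 37 °C, then lysed with luciferase reagent for 10 min at ambient before reading.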
NPC1 promoter act: qHTS Assay for NPC1 Promoter Activators; Potency, µM (highest dose often 9.22 µM), for the others: at the top dose activation, usual class: activators; Huh7 NPC1 promoter luciferase reporter, 24 h; 2.4% of 320,000 active;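 further: % of control where 0% means no effect; nearly all actives have a fitted effect of over 60% in size; reporter is driven by a mutant NPC1 promoter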
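Readout is luciferase luminescence, reflecting NPC1 promoter activation in stably transfected Huh7 cells after 24 h compound exposure at 37 °C in reduced-serum medium with 10% FBS.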
FLuc counter: qHTS profiling assay for firefly luciferase inhibitor/activator using purifed enzyme and Km concentrations of substrates (counterscreen for miR-21 project); Luciferin 4-monooxygenase (Photinus pyralis), P08659; purified FLuc, Km substrates, luminescence inhibition; Potency, µM (titrated, usually from 57.5 µM), for the others: top-dose activity change, negative = inhibition, usual class: inhibitors; 6.9% of 360,000 active;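 further: plate controls were vehicle for no effect and reference inhibitor for full effect; nearly all actives have a fitted effect of over 55% in size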
Target sequence (P08659 whole entry, looked up): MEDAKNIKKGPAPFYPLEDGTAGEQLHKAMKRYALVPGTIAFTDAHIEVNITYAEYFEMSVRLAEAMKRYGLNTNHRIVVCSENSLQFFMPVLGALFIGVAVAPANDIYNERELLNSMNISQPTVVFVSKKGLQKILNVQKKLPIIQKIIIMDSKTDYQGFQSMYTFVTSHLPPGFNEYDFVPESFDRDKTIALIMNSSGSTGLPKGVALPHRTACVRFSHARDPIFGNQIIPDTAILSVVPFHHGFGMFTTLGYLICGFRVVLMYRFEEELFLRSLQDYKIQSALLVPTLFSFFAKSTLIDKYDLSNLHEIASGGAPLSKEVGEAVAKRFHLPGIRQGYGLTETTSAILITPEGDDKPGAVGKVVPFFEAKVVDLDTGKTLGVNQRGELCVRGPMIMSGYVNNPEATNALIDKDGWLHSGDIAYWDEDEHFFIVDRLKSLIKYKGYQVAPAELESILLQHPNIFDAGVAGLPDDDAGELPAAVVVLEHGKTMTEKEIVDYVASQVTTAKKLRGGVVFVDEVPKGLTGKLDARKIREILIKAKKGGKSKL
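Biochemical qHTS of compounds, final roughly 60 µM downward over six points, against 10 nM purified firefly luciferase using Km concentrations of substrates (10 uM D-luciferin, 10 uM ATP) in Tris acetate pH 7.5 buffer; luminescence output.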
BRCA1 expr act: qHTS Assay to Identify Small Molecule Activators of BRCA1 Expression | MCF7-BRCA1-FFLuc reporter, luminescence, 48 h; response scale: scaled: vehicle 0%, 10 µM genistein 100% | Potency, µM (top dose mostly 46.1 µM), for inactives: at the highest dose activation, most hits filed as activators | 1.1% of 380,000 active | AID 624202, 2012; further: nearly all actives have a fitted effect of over 80% in size; some results filed as inactive show a strong effect at the top dose
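Compounds are tested at multiple concentrations on MCF7 BRCA1-luciferase reporter cells seeded at 2000 per well; after 48 h, a single luminescence end-point is taken and curves fitted to the normalized data.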
ELG1 genotox: qHTS screen for small molecules that induce genotoxicity in human embryonic kidney (HEK293T) cells expressing luciferase-tagged ELG1; HEK293T ELG1-luciferase reporter, luminescence, 16 h; Potency, µM (highest dose often 46 µM), inactives show top-dose activity change, positive = activation, hits mostly activators; 1.3% of 330,000 active; AID 504466, 2011; further: % of control where 0% means no effect; nearly all actives have a fitted effect of over 60% in size
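Genotoxicity was scored as increased ELG1-luciferase reporter signal, measured by ONE-Glo luminescence (30 min, room temperature). Compound or vehicle exposure of the HEK293T reporter cells lasted 16 hr at 37°C.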
MBNL1-CUG inh: qHTS Assay for Inhibitors of MBNL1-poly(CUG) RNA binding; TR-FRET MBNL1-His/biotin-(CUG)12 binding, 665/545 ratio; Muscleblind-like protein 1 (Homo sapiens), Q9NR56; Potency, µM (top dose mostly 57.5 µM), inactives show at the top dose activity change, negative = inhibition, most hits filed as inhibitors; 0.036% of 280,000 active; active means well fitted inhibition curve with a large enough effect in the signal ratio, with a control signal flat, not every such curve was filed as active; inconclusive means small, poorly fitted or top-dose-only effect, or effect the other way, or a change in a side signal; inactive means no such curve, though single readings can be large or run the other way; the % refers to the signal ratio; further: on the % scale 0 is the no-effect control and ±100 the full control effect
Target sequence (Q9NR56 whole entry, looked up): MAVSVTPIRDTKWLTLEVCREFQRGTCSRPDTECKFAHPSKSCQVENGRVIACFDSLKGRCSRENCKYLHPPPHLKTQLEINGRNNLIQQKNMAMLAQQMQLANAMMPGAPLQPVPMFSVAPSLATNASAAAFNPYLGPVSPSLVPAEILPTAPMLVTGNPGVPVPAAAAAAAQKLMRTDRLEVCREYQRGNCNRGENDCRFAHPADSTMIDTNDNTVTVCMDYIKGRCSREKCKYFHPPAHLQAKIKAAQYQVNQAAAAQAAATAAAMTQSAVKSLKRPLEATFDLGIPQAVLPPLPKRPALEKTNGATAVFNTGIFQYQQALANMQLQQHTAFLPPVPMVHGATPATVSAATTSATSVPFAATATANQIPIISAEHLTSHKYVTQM
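Inhibition of protein-RNA binding appears as loss of TR-FRET between terbium anti-His antibody on MBNL1-His and streptavidin-XL665 on biotin-(CUG)12. Activity is normalized to buffer-only and uninhibited-complex controls.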
An asterisk follows results filed as active; ? = inconclusive; · = not tested or not shown; & = joins results of further samples; [ ] = remark or other dose. Unless noted, the call rests on the fitted dose curve; in most records, active means well fitted curve in the direction sought with a large enough effect; inconclusive means small, poorly fitted or top-dose-only effect, or another doubt; inactive means no such curve, though single readings can be large; an effect the other way counts as inactive or inconclusive. Potency means the concentration at half of the fitted maximal effect.

Preview (two entries):
SMILES | uPA surface inh | p53 reactivation | RORg inh | Gal4-VP16 FLuc | Rab9 prom act | NPC1 promoter act | FLuc counter | BRCA1 expr act | ELG1 genotox | MBNL1-CUG inh
COc1ccc(S(=O)(=O)N2CCN(C)CC2)cc1C | 7% | 5% | ? | -12% | -1% | -1% | -1% | -22% | 3% | 2%
O=C1N/C(=C/c2ccco2)C(=O)N1Cc1ccccc1F | 1% | 1% | 13% | ? | 11% | -3% | 2% | 1% | -2% | 9%

The whole of this part, from the start:
SMILES | uPA surface inh | p53 reactivation | RORg inh | Gal4-VP16 FLuc | Rab9 prom act | NPC1 promoter act | FLuc counter | BRCA1 expr act | ELG1 genotox | MBNL1-CUG inh
COc1ccc(S(=O)(=O)N2CCN(C)CC2)cc1C | 7% | 5% | ? | -12% | -1% | -1% | -1% | -22% | 3% | 2%
O=C1N/C(=C/c2ccco2)C(=O)N1Cc1ccccc1F | 1% | 1% | 13% | ? | 11% | -3% | 2% | 1% | -2% | 9%
Cc1cc(=O)n(Cc2ccc(OC(C)C)cc2)c(=S)[nH]1 | -3% | -2% | 7.9µM* | ? | 0% | 1% | 3% | -35% | -2% | 2%
COc1ccc(CNC(=O)[C@H](C)NC(=O)C2CC(=O)N(c3ccc(OC)cc3)C2)cc1 (stereo not given in full) | -6% | 5% | -8% | 7% | -3% | -5% | 2% | -1% | -1% | -4%
CCn1cc(C(=O)N2CCN(c3ccc(C(C)=O)cc3)CC2)c2cc(OC)c(OC)cc2c1=O | 1% | -2% | -4% | -8% | 2% | -2% | -3%&-4% | -3%&3% | -1% | -4%
O=C(Nc1cccc(S(=O)(=O)N2CCCCC2)c1)c1ccc(Cl)nc1 | ? | 4% | · | · | · | · | · | -40% | -6% | ·
CC(=O)Nc1ccc2c(c1)nc1n2CCSC1 | 17% | 4% | -20% | 9% | -7% | 1% | -15% | 7% | 14% | 2%
N#Cc1c(-c2ccccc2)nc(SCc2ccc([N+](=O)[O-])cc2)[nH]c1=O | -1% | · | 1% | 6% | 0% | 3% | 2% | -28% | -2% | 1%
Cc1oc(C(C)(C)C)cc1-c1cc(NC(=O)c2ccc([N+](=O)[O-])cc2)n[nH]1 | -2% | -5% | ? | -11% | 0% | -3% | -2% | 0% | 2% | 7%
CN(C)c1ccc(/C=C2\N=C(c3ccc(Cl)c([N+](=O)[O-])c3)NC2=O)cc1 | -5% | 0% | 2% | -4% | 4% | 4% | ? | 2% | 1% | 1%
O=S(=O)(Nc1ccc(Cl)cc1)c1cccc2cccnc12 | -1% | -6% | ? | -23% | 0% | -1% | 1% | -19% | -5% | -3%
COc1ccc(N2CCOCC2)c(NC(=O)c2cc3ccccc3o2)c1 | -3% | 0% | -37% | -19% | 2% | 7% | -1% | -53% | -14% | -6%
O=C1CN(C(=O)CSc2nc3c(cnn3-c3ccccc3)c(=O)[nH]2)c2ccccc2N1 | 17% | 0% | · | · | -7% | -2% | -1% | -24% | 0% | ·
Cc1ccc(NC(=O)c2ccc(OCC3CCCO3)cc2)c(C)c1 (stereo not given) | 0% | ? | ? | 28% | ? | 21% | ? | -15% | 14% | -18%
Cc1cc(S(=O)(=O)N2CCOCC2)ccc1OCC(=O)N1CCOCC1 | 7% | -2% | -5% | 6% | 1% | -4% | -1% | -6% | -1% | ?
Cc1cccc(NC(=O)c2ccc3c(c2)C(=O)N(Cc2cccnc2)C3=O)c1C | 9% | -9% | 27% | 4% | -1% | -5% | 7% | -13% | -4% | ?
CN(C)CCCNC(=O)c1ccc(Cl)c(S(=O)(=O)N2CCCCCC2)c1 | -20% | -7% | · | · | -1% | -2% | 0% | -12% | 0% | ·
COc1cc2c(cc1OC)C[N+](C)(C)CC2 | 5% | 2% | -1% | -5% | 10% | -5% | 2% | 0% | -2% | -4%
Cc1cc(NC(=O)CCC(=O)N(c2ccccc2)C2(C(=O)NC3CCCCC3)CCCC2)no1 | -8% | -5% | 15% | -5% | 1% | -1% | 4% | -56% | -8% | -14%
Cc1ccc(-c2cnc3cc(C)nn3c2)cc1 | -12% | 18% | 11µM* | 13µM* | 0.45µM* | 0.71µM* | 2.1µM* | 29% | -1% | ?
O=C(COc1ccc(F)cc1)Nc1nnc(-c2ccncc2)s1 | 6% | -4% | -8% | -19% | -4% | 2% | -16% | 16% | 0% | -2%
COc1ccc2c(OC)cc(-c3ccccc3)nc2c1 | 3% | -3% | 5% | -16% | 1% | -6% | -22% | -33% | -1% | -1%
Cc1ccc(OCC(=O)NNC(=O)Cn2c(=O)cnc3ccccc32)cc1 | -3% | 0% | · | · | -1% | 4% | 0% | 6% | 2% | ·
Cc1cc(C)cc(NC(=O)C(=O)NCc2ccccn2)c1 | 5% | 1% | 40% | -6% | -2% | 0% | 5% | -13% | 1% | ·
Cc1nn(CC(=O)N2CCOCC2)c(=O)c2c1sc1ccccc12 | 1% | 3% | -20% | 2% | 14% | -12% | 0% | 5% | 1% | 7%
Cc1c(CNC2CCCC2)c(C(=O)O)c(C)n1Cc1ccccc1 | 1% | -8% | 13% | -8% | -3% | -4% | -1% | -24% | -3% | 3%
CC(=O)Nc1ccc(C(=O)/C=C/c2ccc[nH]2)cc1 | -1% | 10% | ? | ? | ? | ? | 8.5µM* | ? | ? | ·
Cc1ccc(C(=O)NCC(=O)Nc2ccc3c(c2)CCC3)cc1 | 5% | 21% | · | · | · | · | · | 69% | ? | ·
COc1ccc(C(C)=O)cc1CSc1ccc(S(=O)(=O)N2CCOCC2)cn1 | 11% | -4% | · | · | -3% | -2% | 0% | -5% | 0% | ·
CC(C)(C)NC(=O)COC(=O)Cc1ccc(Cl)cc1 | -3% | -4% | 5% | -5% | -2% | 3% | -3% | 4% | -3% | 2%
c1ccc(-n2nnnc2SCc2cn3ccccc3n2)cc1 | 0% | -1% | 1% | -18% | 8% | 7% | -3% | 35% | -4% | -11%
Cc1cc(C(=O)CN2C(=O)NC3(CCCc4sccc43)C2=O)c(C)n1-c1ccccc1 (stereo not given) | -5% | 0% | ? | -1% | 12% | 9% | 17µM* | 31% | -1% | -10%
CCn1c(CNc2ccc(Cl)cc2)nnc1SCc1ccccc1 | 5% | -4% | 1% | 22% | -4% | -1% | -2% | -33% | -15% | -1%
CCC(C(=O)NCCCN1CCN(C)CC1)n1nc(C)n2c(cc3occc32)c1=O (stereo not given) | 1% | ? | -13% | 3% | -3% | -2% | -1% | 0% | 4% | -3%
COC(=O)CNC(=O)c1sc2ncn(CC(=O)Nc3ccc(C)c(Cl)c3)c(=O)c2c1C | -1% | 1% | 44% | -5% | -2% | -8% | -18% | -10% | 0% | 10%
Nc1nnc(CCCCCCCCCCc2nnc(N)s2)s1 | -3% | -3% | 27% | 2% | -11% | -5% | 2% | -10% | 3% | -6%
CC(C)=CC(=O)Nc1cccc(S(=O)(=O)NC2=NCCCCC2)c1 | 8% | 0% | · | · | · | · | · | -2% | 1% | ·
O=C(c1ccco1)n1c(=S)nc2ccccn21 | · | · | ? | 6% | 1.4µM* | 2.8µM* | 3.8µM* | 13% | 5µM* | -3%
COc1ccc(NC(=O)COc2ccc(-n3cnnn3)cc2)cc1OC | 0% | -7% | · | · | 3% | -1% | -1% | -14% | 1% | ·
CCOc1cc(CNCc2ccccn2)ccc1OCC(=O)NC1CCCCC1 | -6% | 2% | -4% | 15% | 2% | -2% | 1% | -16% | 0% | -2%
Cc1nnc(NC(=O)CSc2nnc3scc(-c4ccc(C)c(C)c4)n23)s1 | -1% | 4% | -27%[10 µM] | 6% | -8% | 7% | 5% | -11% | 1% | -2%
O=C(CS(=O)(=O)c1c[nH]c2ccccc12)N1CCCCCC1 | 5% | -2% | -6% | -5% | 0% | -3% | -1% | -11% | -2% | -6%
O=C(NC1CCCCC1)C1CCCN(S(=O)(=O)c2ccc(F)cc2)C1 (stereo not given) | 11% | 1% | -26% | -5% | -2% | 1% | 0% | -27% | -5% | 2%
CN(c1ccc(F)cc1)S(=O)(=O)c1ccc(Cl)c(C(=O)OCC(=O)NC2CC2)c1 | 4% | 2% | · | · | · | · | · | -2% | 1% | ·
Cc1ccc(OCC(=O)N2CCN(c3nnc(-c4ccc(C)cc4)c4ccccc34)CC2)cc1 | · | -1% | ? | ? | -6% | -6% | -12% | -81% | -19% | 10%
O=C(Nc1ccc2nn(-c3ccccc3)nc2c1)c1cccnc1 | 19% | 7% | 7% | -9% | ? | 3.5µM* | ? | ? | 11% | ?
CCOc1ccc(C(=O)Nc2nc3ccccc3[nH]2)cc1OCC | -26% | 5% | 1.4µM* | 16µM* | 21% | 9% | ? | 18% | -7% | -2%
CCCCCCCCC(=O)NCCOc1ccc(OC)cc1 | 4% | -5% | 0% | 3% | -2% | 0% | -1% | -3% | -1% | -12%
Cc1ccc(NC(=O)Cn2c(C)csc2=O)cc1 | 2% | 15% | · | · | 7% | 14% | ? | 65% | 10% | ·
